# TDP1 inh = blocks human tyrosyl-DNA phosphodiesterase 1; Q9NUW8; recombinant TDP1, AlphaScreen DNA substrate cleavage; Potency, µM (series often up to 130 µM), for the others: at the highest dose activity change, negative = inhibition, usual class: inhibitors; 0.28% of 350,000 active; note: nearly all actives have a fitted effect of over 40% in size
# Target sequence (Q9NUW8 whole entry, looked up): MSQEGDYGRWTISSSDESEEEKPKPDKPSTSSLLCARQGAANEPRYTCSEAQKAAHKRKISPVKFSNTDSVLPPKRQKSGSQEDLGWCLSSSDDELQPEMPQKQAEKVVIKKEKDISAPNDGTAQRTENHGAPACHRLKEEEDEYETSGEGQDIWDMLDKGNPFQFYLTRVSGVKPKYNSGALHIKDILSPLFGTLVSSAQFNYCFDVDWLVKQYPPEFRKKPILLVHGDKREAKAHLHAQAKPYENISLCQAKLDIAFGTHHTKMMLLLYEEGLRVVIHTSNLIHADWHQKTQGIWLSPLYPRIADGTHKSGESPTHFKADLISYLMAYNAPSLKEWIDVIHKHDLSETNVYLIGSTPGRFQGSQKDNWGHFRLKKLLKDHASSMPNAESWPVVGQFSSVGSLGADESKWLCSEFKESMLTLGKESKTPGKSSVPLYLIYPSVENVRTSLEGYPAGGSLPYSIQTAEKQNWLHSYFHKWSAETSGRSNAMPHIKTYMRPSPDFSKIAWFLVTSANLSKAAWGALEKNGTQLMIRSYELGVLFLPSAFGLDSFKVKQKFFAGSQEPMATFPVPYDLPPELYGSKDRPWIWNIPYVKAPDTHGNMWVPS
#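 Steps: enzyme plus compound, 15 min RT; add biotin/phosphotyrosine-FITC oligonucleotide (15 nM final), react 5 min; add donor/acceptor beads (10 ug/ml final), 10 min; read AlphaScreen. Tdp1 at 1 nM final.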
# DT40 TDP1 CPT = DT40-hTDP1 cell growth loss with CPT; Potency, µM (series often up to 46.2 µM), for inactives: at the top dose activity change, negative = growth inhibition, actives largely listed as inhibitors; chicken DT40 Tdp1-/-;hTDP1 cells + 20 nM CPT, ATP luminescence, 48 h; AID 686979; 12% of 420,000 active; note: nearly all actives have a fitted effect of over 55% in size
#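 Cell growth measured by CellTiter-Glo luminescence after a minimum 48 h, 37 C compound exposure with 20 nM CPT in Tdp1-knockout DT40 cells stably expressing hTDP1, seeded 400/well; qHTS titration format.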
# TDP1 cell noCPT = qHTS for Inhibitors of human tyrosyl-DNA phosphodiesterase 1 (TDP1): qHTS in cells in absence of CPT; AID 686978, 2013; Potency, µM (highest dose often 46.2 µM), without a hit: top-dose activity change, negative = growth inhibition, most hits filed as inhibitors; DT40 Tdp1-/- hTDP1 cells, no CPT, ATP luminescence, 48 h; 15% of 420,000 active; note: nearly all actives have a fitted effect of over 55% in size
#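 Luminescent ATP content (CellTiter-Glo) served as the growth readout. Knockout chicken DT40 cells expressing human TDP1 were exposed to compounds without camptothecin for a minimum 48 hr at 37 °C.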
# * = called active by the depositor; ? = inconclusive; / = no result given; [ ] = another dose, or the depositor's remark. Calls come from the whole dose curve; as a rule, active = well fitted curve in the direction sought with a large enough effect; inconclusive = small, poorly fitted or top-dose-only effect, or another doubt; inactive = no such curve, though single readings can be large; an effect the other way counts as inactive or inconclusive. % is set by controls: 0 for no effect and ±100 for the full control effect; potency is the fitted concentration of half-maximal effect.
mol | TDP1 inh | DT40 TDP1 CPT | TDP1 cell noCPT
Cc1ccc(N2CC(C(=O)N3CCOCC3)CC2=O)cc1C (configuration not stated) | / | -2% | -2%
CC(C)C1=CC2=CC[C@@H]3[C@](C)(CO)CCC[C@]3(C)C2CC1 (some centres not stated) | 4% | ? | ?
O=C(Nc1ccccc1C(=O)NC1CCCCC1)c1ccccc1 | -2% | ? | ?
Cc1cccc(NC(=O)c2cnc3scc(C)n3c2=O)c1 | -3% | ? | ?
COc1cc(/C=C(\C#N)C(=O)N2CCc3ccccc32)ccc1O | 9% | ? | -16%
COC(=O)CCSc1cc(NCCCOC(C)=O)c([N+](=O)[O-])c2nonc12 | 4% | 5µM* | 5µM*
COc1ccccc1C1CCCN1Cc1nc(-c2ccc(C)s2)oc1C (configuration not stated) | 5% | 18µM* | ?
CCOC(=O)c1ccc2c(c1)N(Cc1ccc(F)cc1Cl)C(=O)c1ccccc1S2(=O)=O | 0% | ? | ?
COc1ccc(NS(=O)(=O)c2cc(-c3onc(C)c3C)ccc2C)c(OC)c1 | 5% | ? | ?
O=c1ccc(=O)n(CCc2ccccn2)[nH]1 | / | -13% | -17%
Cn1c(SSc2ccc(-c3cccnc3)n2C)ccc1-c1cccnc1 | / | ? | ?
Cc1ccc(S(=O)(=O)N2CCN(S(=O)(=O)N3CCCCC3)CC2)c(C)c1 | 2% | -17% | -22%
COc1ccccc1C(=O)NCCn1cc(SCC(=O)NCC2CCCO2)c2ccccc21 (configuration not stated) | 5% | ? | ?
OC1COC(OCC2OC(OCc3ccccc3)C(O)C(O)C2O)C(O)C1O (configuration not stated) | 4% | 1% | -1%
O=C(NCc1ccc2c(c1)OCO2)c1ccc2c(c1)C(=O)N(Cc1cccnc1)C2=O | 3% | -1% | -7%
C/C=C/C(=O)Nc1ccccc1Br | 0% | -22% | -3%
CO[C@H]1[C@H](NC(=O)c2cccs2)c2ccccc2C12CCN(Cc1cccn1-c1cccnc1)CC2 | / | 11% | -27%
O=C(O)c1ccc(Cn2cc(C(F)(F)F)ccc2=O)cc1 | 1% | 5% | 10%
Cn1c(N)c(C(=O)CSc2nnc(NC3CCCCC3)s2)c(=O)n(C)c1=O | -21% | ? | ?
COc1ccc(CCNC(=O)Cn2nc(C(=O)O)c3ccccc3c2=O)cc1OC | 7% | 0% | 1%
CCOc1ccc(N2C=Nc3ccc(OCC)cc3C2)cc1 | / | 21µM* | 18µM*
COc1ccc(-c2cn3nc(SCC(=O)Nc4ccccc4F)ccc3n2)cc1 | 3% | ? | ?
Cc1nc(C(=O)Nc2cccc(Cl)c2Cl)nn1-c1cc(OC(C)C)c(Cl)cc1Cl | 4% | -21% | ?
O=C1OC(Nc2ccc3c(c2)OCO3)c2ccccc21 (configuration not stated) | 1% | 22µM* | 13µM*
CCN(CC(=O)NCc1cccs1)C(=O)c1ccc(S(=O)(=O)Nc2ccccc2C)cc1 | / | ? | ?
Cc1nc(/C(N)=N/OC(=O)c2cccc(Cl)c2)c(C(F)(F)F)o1 | 5% | -5% | 0%
Cc1ccc2[nH]c3c(=O)n(CCCN4CCOCC4)cnc3c2c1 | 2% | -24% | -27%
C=C(NNC(C)=O)c1ccc(O)cc1 | / | -5% | 7%
O=C(c1ccc(F)cc1)N1CCCC(c2ccccc2)C1 (configuration not stated) | 0% | 1% | -23%
Cc1sc(NC(=O)COc2cccc(-n3cnnn3)c2)c(C#N)c1C | -5% | 0% | -38%
COc1ccc(NC(=O)CCCN2C(=O)CCC2=O)cc1Cl | 0% | 7% | 5%
CC(C)Sc1ccc(C(=O)Nc2ccc(F)cc2F)cn1 | -1% | ? | 23µM*
COC(=O)c1cc(S(=O)(=O)C(C)C)c(S(C)=O)s1 (configuration not stated) | 3% | -97% | ?
CCc1nc(SCC(=O)Nc2ccccc2OC)c2c(C)c(C)sc2n1 | / | ? | 21µM*
CC(=O)c1cc(-c2ccccc2)n(CCC(=O)NCc2ccc(C)cc2)c1C | 8% | ? | ?
C[C@@H]1CN([C@@H](C)CO)S(=O)(=O)c2ccc(Br)cc2O[C@H]1CN(C)Cc1ccc(-c2ccccc2)cc1 | / | 21µM* | 5.8µM*
COc1ccc(OC)c(N(C(=O)c2snc(C(N)=O)c2N)C(C(=O)NCc2ccccc2)c2ccc(O)cc2)c1 (configuration not stated) | / | ? | ?
O=C(Nc1ccccc1)N1CCCC2(CCNCC2)C1 | / | 17% | -21%
Cc1ccc(OCCSCc2nnc(NC(=O)Nc3cccc(Cl)c3)s2)cc1 | 3% | 4.6µM* | 4.6µM*
O/N=C1/CCc2cccc3cccc1c23 | 1% | 15% | -8%
Cc1ccc(CCNC(=O)CCS(=O)(=O)c2ccc3nc(C)sc3c2)cc1 | / | -14% | -12%
COc1ccc(OC)c(CN2C(=O)c3ccccc3C2c2nnnn2C(C)C)c1 (configuration not stated) | / | ? | ?
CCN(CC)c1cccc(OC2=NS(=O)(=O)c3ccccc32)c1 | 10% | 8.2µM* | 16µM*
Cc1cccc(-c2nc(CS(=O)CC(=O)N3CCCCC3)c(C)o2)c1 (configuration not stated) | 7% | ? | -26%
COc1ccc(CCNC(=O)c2ccc(NS(=O)(=O)c3ccc4[nH]c(=O)[nH]c4c3)cc2)cc1 | / | 22% | 7%
CCOc1ccc2nc(NC(=O)c3cnccn3)sc2c1 | 7% | 23µM* | 23µM*
O=C(NNC(=O)c1ccc2[nH]c(=O)c(=O)[nH]c2c1)c1cccc(Br)c1 | -6% | ? | 3%
C/C(=N\NS(=O)(=O)c1ccc(Cl)cc1)c1ccc(O)cc1 | 5% | -4% | 2%
CCCN(CCC)S(=O)(=O)c1ccc(C(=O)N2CC3CCC(CC3)C2)cc1 | 0% | ? | 23µM*
CCOc1ccc(S(=O)(=O)N2CCN(C(=O)C3CSC4(C)CCC(=O)N34)CC2)cc1 (configuration not stated) | 4% | -15% | -3%
CSc1nc2sc3c(c2c(=O)[nH]1)CC(C)(C)OC3 | / | ? | -14%
CCOc1ccc(Cl)cc1-c1cc(C(=O)NCc2cccs2)[nH]n1 | / | ? | ?
Cc1ccc(-c2oc3ccccc3c(=O)c2O)cc1 | -2% | 26µM* | 16µM*
N#Cc1nc(-c2ccc(OCc3ccc(Cl)cc3)cc2)oc1NCCCn1ccnc1 | 8% | ? | ?
O=C1C=CN(Cc2ccccc2)CC1 | -5% | 8% | 10%
Cc1cc(NC(=O)CCCC(=O)NCc2ccccc2)no1 | -3% | -22% | -36%
C=CCS(=O)(=O)N1CCCC(C(=O)c2cccc(Cl)c2)C1 (configuration not stated) | 6% | -1% | -28%
C=CCN(C(=O)CCC(=O)Nc1cc(C)on1)C(C(=O)NC1CCCC1)c1ccc(C)cc1 (configuration not stated) | -6% | ? | -27%
CCCCn1c(=NC(=O)C(C)(C)Oc2ccc(Cl)cc2)c(C(=O)OCC)cc2c(=O)n3ccccc3nc21 | 9% | -2% | -15%
O=C(Nc1nccs1)c1nc[nH]c1C(=O)N1CCN(c2ccccc2)CC1 | -7% | -3% | -15%

# An excerpt of these results, with values under each structure.
# Order of values – TDP1 inh | DT40 TDP1 CPT | TDP1 cell noCPT
Cc1cccc(-c2nc(CS(=O)CC(=O)N3CCCCC3)c(C)o2)c1 (configuration not stated)
→ 7% | ? | -26%
COc1ccc(-c2cn3nc(SCC(=O)Nc4ccccc4F)ccc3n2)cc1
→ 3% | ? | ?
O=C1C=CN(Cc2ccccc2)CC1
→ -5% | 8% | 10%
Cc1cc(NC(=O)CCCC(=O)NCc2ccccc2)no1
→ -3% | -22% | -36%
COc1ccc(NS(=O)(=O)c2cc(-c3onc(C)c3C)ccc2C)c(OC)c1
→ 5% | ? | ?
CCOC(=O)c1ccc2c(c1)N(Cc1ccc(F)cc1Cl)C(=O)c1ccccc1S2(=O)=O
→ 0% | ? | ?
O=C(NCc1ccc2c(c1)OCO2)c1ccc2c(c1)C(=O)N(Cc1cccnc1)C2=O
→ 3% | -1% | -7%

# The list continues:
mol | TDP1 inh | DT40 TDP1 CPT | TDP1 cell noCPT
COc1cccc(CN2C(=O)NC(C)(C3CCN(Cc4ccc(C)o4)CC3)C2=O)c1OC (configuration not stated) | / | -5% | -5%
Cc1ccc2c(c1Br)/C(=N/N1C(=O)c3ccccc3C1=O)C(=O)N2 | 2% | 21µM* | 23µM*
O=C(CSc1nnc(-c2ccco2)o1)NCC(=O)c1ccccc1 | 9% | 0% | -12%
COC(=O)c1ccc(NC(=O)COc2cccc3c2OC(C)(C)C3)cc1 | / | -23% | ?
O=C(Cc1ccccc1[N+](=O)[O-])N1CCN(c2ccccc2F)CC1 | 3% | -12% | -11%
CCC(=O)N1CCc2cc(S(=O)(=O)NCCc3ccc(S(N)(=O)=O)cc3)ccc21 | 4% | -23% | 0%
CCOC(=O)CC1(C)NC(=O)c2c(C)sc(C(=O)OCC)c2N1 (configuration not stated) | 5% | ? | ?
CCc1ccc(S(=O)(=O)NCc2cn3cccc(C)c3n2)s1 | 2% | 18µM* | 16µM*
Cc1cccc(OCc2cc(-c3ccccc3)no2)c1C | / | -2% | -28%
Cn1c(=O)cc(C(=O)N/N=C/c2ccc(F)cc2)[nH]c1=O | / | 12% | 12%
CCc1cccc(C)c1Nc1c(-c2ccccc2)nc2sccn12 | 10% | ? | 18µM*
Cc1cc(N2CCOCC2)c2c(N)c(Br)cc(C)c2n1 | 12% | ? | 3.3µM*
CSCCC(NC(=O)c1ccc(Cl)cc1Cl)C(=O)NCc1ccncc1 (configuration not stated) | -12% | 1% | ?
O=C(CN(C(=O)CCC(=O)Nc1nccs1)c1ccc2c(c1)OCO2)NCc1ccc(F)cc1 | 4% | ? | -8%
Cc1ccc(S(=O)(=O)Nc2cc3c4c(c2)CC(=O)N4CCC3)cc1 | 1% | ? | ?
CCOC(=O)C1=C(c2ccccc2)OC(N)=C(C#N)C1c1cccnc1 (configuration not stated) | 1% | -29% | -23%
COc1ccc(CN2CCc3c(c(=O)n4ncc(C(=O)N5CCN(c6ccc(F)cc6)CC5)c4n3C)C2)cc1 | 4% | 2.3µM* | 1.8µM*
COc1cc(NC(=O)c2nc3cc(C)c(C)cc3n(C)c2=O)cc(OC)c1OC | 2% | 12% | 6%
O=[N+]([O-])c1ccc(Oc2ccc(S(=O)(=O)N3CCCCC3)cc2)cc1 | 0% | 16µM* | 15µM*
Cc1nc(SCC(=O)NNC(=O)c2cccs2)[nH]c(=O)c1C | 9% | -17% | -16%

# Continued, overlapping the part above by two compounds.
mol | TDP1 inh | DT40 TDP1 CPT | TDP1 cell noCPT
O=[N+]([O-])c1ccc(Oc2ccc(S(=O)(=O)N3CCCCC3)cc2)cc1 | 0% | 16µM* | 15µM*
Cc1nc(SCC(=O)NNC(=O)c2cccs2)[nH]c(=O)c1C | 9% | -17% | -16%
O=C(c1cccc(Cl)c1)N1CCC(N2CCC(C(=O)N3CCOCC3)CC2)CC1 | / | 6% | -6%
O=C(O)CCC(=O)Nc1ccc(C(=O)OCC(=O)c2ccc(Cl)cc2)cc1 | 0% | 35%[activator] | -10%
O=C(Nc1ccccc1)C1CCN(c2nccs2)CC1 | 3% | 6% | -8%
O=[N+]([O-])c1ccc(C2OCCO2)cc1CS(=O)(=O)c1ccccc1 | 3% | 23% | -7%
Cc1ccc(SC(C)C(=O)NC(N)=O)c(C)c1 (configuration not stated) | -1% | 5% | 10%
CC[C@@H]1[C@H]2CCCC(=O)N3CC[C@@H](C[C@@H]1OC(=O)Nc1ccccc1)[C@@H]23 | / | 11µM* | 11µM*
Cc1cccc(NC(=O)CSc2nnc(C3CC3)n2CC2CCCO2)c1C (configuration not stated) | 9% | 4% | -4%
CN(C)c1ccc(S(=O)(=O)N2CCCCC2)cc1NC(=O)C1=NN(c2ccccc2)C(=O)CC1 | 3% | ? | ?
CNC(=S)N/N=C(\C)c1ccc(Cl)c(Cl)c1 | 4% | 4.1µM* | 5.2µM*
CC(C)(C)c1ccc(OCCn2c(CCNC(=O)C3CCCCC3)nc3ccccc32)cc1 | 1% | 11µM* | 3.2µM*
CC1(C)C2CCC1(CS(=O)(=O)N1CCN(c3ccc(F)cc3)CC1)C(=O)C2 (configuration not stated) | 3% | -10% | -9%
CCC(C)(C)C1CCC2(CC1)NC(=S)N(c1ccccc1)N2 (configuration not stated) | / | 15% | -7%
COc1ccc(CC(=O)N2CCN(c3ccccn3)CC2)cc1OC | 2% | -17% | -6%
COc1ccc2oc(=O)c(C(=O)N3CCN(c4ccc(F)cc4)CC3)cc2c1 | 6% | -13% | -28%
Cc1ccc(NC(=O)CCNCc2ccco2)cc1S(=O)(=O)N(C)C | -4% | 1% | 3%
Cc1nc2c(C(=O)NCc3ccc4c(c3)OCO4)c[nH]n2c(=O)c1Cc1ccccc1F | 10% | -17% | 13%
